Screens (PubChem)
PfHsp90 set2: inhibits growth of yeast expressing Plasmodium falciparum Hsp90. AID 504621. S. cerevisiae expressing PfHsp90, BacTiter-Glo ATP, 48 h; yeast lacking PDR1 and PDR3 efflux regulators. actives 0.32% (n = 310,000). inhibition, % at 9.4 µM;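 active means every replicate shows inhibition above about 80%, whatever the replicate mean, limit read from the data; inconclusive means mean inhibition reaches the set limit but some replicate falls short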;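 further: 0% = DMSO neutral controls and 100% = 20 µM radicicol positive controls; yeast relying on Plasmodium falciparum Hsp90 in place of its own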
C-LANA FP: inhibitors of KSHV LANA C-terminal domain DNA binding; MBP-C-LANA/FAM-LBS DNA binding, fluorescence polarization; inhibition, % at 9 µM; actives 0.078% (n = 340,000);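 active means highest replicate inhibition at or above 60% at 9 µM, even if other replicates fall short; inactive means all replicates below 60% inhibition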;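 further: 0% = neutral control wells and 100% = 4 µM acridine orange control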
NSD2 inh: NSD2 (human) methyltransferase inhibition; O96028; NSD2 peptide methylation, AlphaScreen, 120 min; inhibition, % at 12.5 µM; actives 0.54% (n = 310,000); in the data active means inhibition above about 50%
SUMO Mot1 rescue: SUMOylation pathway inhibition by Mot1-301 growth rescue; S. cerevisiae Mot1-301 growth rescue, ATP luminescence, 38.5C; percent above DMSO median, 100 means doubled; actives 1% (n = 320,000); growth rescue, % at 18.8 µM;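 active means every valid replicate shows activation above 250% relative to neutral control wells; inactive means the rest, any valid replicate at or below 250%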;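 further: OY570 slx delta 5 strain wells were the positive control but not used for scaling; some compounds called inactive have numbers as strong as hits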
CDK5 p35 inh: inhibitors of human CDK5/p35 kinase; Q00535+Q15078; AID 488839; actives 0.01% (n = 330,000); Recombinant CDK5/p35, ADP-Glo luminescence, 60 min; inhibition, % at 10 µM;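 active means highest replicate inhibition of at least 50% and at least 75% of replicates reaching 50%; inconclusive means only one of the two criteria met; inactive means both criteria failed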;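 further: plate controls were DMSO neutral control for no effect and GW8510 at 10 µM for full effect; many of its hits are not listed in these tables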
Target sequence (Q00535 whole entry, looked up): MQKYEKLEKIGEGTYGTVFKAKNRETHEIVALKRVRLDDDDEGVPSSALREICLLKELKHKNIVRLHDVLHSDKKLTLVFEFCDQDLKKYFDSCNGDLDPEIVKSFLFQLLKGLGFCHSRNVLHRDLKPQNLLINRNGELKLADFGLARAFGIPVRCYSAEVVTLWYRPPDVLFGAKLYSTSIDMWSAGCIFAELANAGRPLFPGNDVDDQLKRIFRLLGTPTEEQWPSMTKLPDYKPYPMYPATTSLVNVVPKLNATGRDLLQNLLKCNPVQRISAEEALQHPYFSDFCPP
Target sequence (Q15078 whole entry, looked up): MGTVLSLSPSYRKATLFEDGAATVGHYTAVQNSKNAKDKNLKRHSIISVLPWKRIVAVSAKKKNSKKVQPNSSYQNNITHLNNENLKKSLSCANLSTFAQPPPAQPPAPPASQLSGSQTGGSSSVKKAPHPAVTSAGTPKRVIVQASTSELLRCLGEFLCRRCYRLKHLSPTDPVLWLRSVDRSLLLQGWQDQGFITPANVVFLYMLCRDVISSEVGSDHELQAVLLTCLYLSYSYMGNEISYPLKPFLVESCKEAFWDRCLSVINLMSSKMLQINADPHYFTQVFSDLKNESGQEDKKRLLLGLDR
Keap1 Nrf2 FP: Keap1-Nrf2 (human) interaction inhibition | inhibition, % at 9.4 µM | actives 0.15% (n = 340,000) | Keap1 Kelch-Nrf2 peptide fluorescence polarization, 1536-well | Q14145; in the data active means inhibition above about 12%; inconclusive means no clear call, values can overlap the other calls; inactive means below about 7.3%;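 further: human Keap1 Kelch domain with fluorescein labeled Nrf2 9mer peptide probe; 0% = neutral control wells and 100% = peptide positive control; higher means more block of Keap1 binding to Nrf2 peptide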
cardiac RTF act: cardiac RTF calcium sensitization; actives 0.24% (n = 340,000); IANBD-labeled TnC RTF fluorescence at EC20 calcium; 0% EC20 calcium, 100% full calcium; activation, % at 7.2 µM; P19429+P45379;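 active means activation above the mean over all tested compounds plus 3 SD, cut at about 30% in these data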;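 further: rise in fluorescence read as greater calcium sensitivity of cardiac thin filaments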
Rtt109 Vps75: inhibitors of Candida albicans Rtt109/Vps75 histone acetyltransferase; purified Rtt109/Vps75, ThioGlo CoA-SH fluorescence, 4 h; inhibition, % at 34.9 µM; actives 0.16% (n = 330,000); AID 540336;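 active means inhibition of at least 50% in every replicate; inconclusive means best replicate reaches 50% inhibition but some replicates fall short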
Cardiac RTF inh: cardiac RTF calcium desensitization | P19429+P45379 | IANBD-labeled cardiac RTF, Ca2+ fluorescence | inhibition, % at 7.15 µM | actives 0.12% (n = 340,000);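 active means inhibition above the mean inhibition of all tested compounds plus 3 SD, cut at about 17% in these data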;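 further: assay run at fixed EC70 calcium of 1.6 mM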
PvdQ acylase: blocks Pseudomonas aeruginosa PvdQ acylase activity | purified PvdQ acylase, fluorescence plate reader | inhibition, % at 10 µM | actives 0.063% (n = 340,000) | AID 488965; in the data active means inhibition above about 30%, passing the limit was not always enough; inconclusive means no clear call, values can overlap the other calls;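 further: 0% = vehicle neutral wells and 100% = reference inhibitor wells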
dFosB activator: mouse delta FosB homodimer activation; P13346; purified delta FosB, TAMRA-CDK5 oligo fluorescence polarization; percent of positive-control signal above neutral wells; activation, % at 25 µM; actives 0.99% (n = 340,000);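 active means mean activation above about 17%, with every replicate also reaching it, limit read from the data, passing the limit was not always enough; inconclusive means only one of the two conditions met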;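 further: fluorescence polarization rise as delta FosB binds a TAMRA Cdk5 AP-1 oligo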
Target sequence (P13346 whole entry, looked up): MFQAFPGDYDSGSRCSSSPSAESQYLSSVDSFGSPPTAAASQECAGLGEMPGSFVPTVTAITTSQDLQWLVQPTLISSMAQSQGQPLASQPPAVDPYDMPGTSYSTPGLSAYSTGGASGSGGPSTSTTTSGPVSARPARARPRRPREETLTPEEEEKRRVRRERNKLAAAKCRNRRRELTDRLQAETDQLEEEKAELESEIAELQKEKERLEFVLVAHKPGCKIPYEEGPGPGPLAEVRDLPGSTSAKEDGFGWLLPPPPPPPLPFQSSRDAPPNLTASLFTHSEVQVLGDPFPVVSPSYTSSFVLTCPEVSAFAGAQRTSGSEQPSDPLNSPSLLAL
Starred values were filed as active, the others as inactive; ? = inconclusive; · = not tested or not shown; & = joins results of further samples.

SMILES	PfHsp90 set2	C-LANA FP	NSD2 inh	SUMO Mot1 rescue	CDK5 p35 inh	Keap1 Nrf2 FP	cardiac RTF act	Rtt109 Vps75	Cardiac RTF inh	PvdQ acylase	dFosB activator
Cc1ccccc1C(=O)c1cccn1CC(=O)NCc1ccc(F)cc1	18	-2.9	3	138	-0.4	-1	0	-2	-14	-14	-5
CCOc1ccccc1NC(=S)N1CCN(c2ccc(OC)cc2)CC1	0	1.1	8	13	-0.1	2	-3	-3	0	0	-6
COc1ccc(-n2nnnc2SCC(=O)NC2CCCC2)cc1OC	4	0.4	1	-17	-0.3	-3	-5	2	-29	-10	-3
CCCc1nc2c(C)ccc(C)c2c(N)c1CC	·	0.8	2	-12	0.4	0	5	-4	-7	-10	-12
O=C(CSc1nnc(-c2cnccn2)n1Cc1ccco1)c1ccc(Cl)cc1	·	0.1	2	-11	-1.8	-7	2	·	-2	-9	-11
COc1cc(C(=O)NNC(=O)/C=C/c2ccco2)cc(OC)c1OC	-6	0.4	1	13	-0.6	-8	-1	8	-5	-15	-7
CCc1c(C)sc(NC(=O)CN2CCN(C(=O)c3ccco3)CC2)c1C(=O)OC	-6	-1.8	3	-20	0.6	-6	-3	33	-1	-7	-24
Cc1cc(C)c(OCC(O)CNC(C)(C)C)c(C)c1 (centres undefined)	-12	1.0	-3	1	2.2	2	1	-2	-10	-8	-1
CC1CC(C)CN(C(=O)CSC2=Nc3ccccc3C3=NC(Cc4c[nH]c5ccccc45)C(=O)N23)C1 (centres undefined)	·	-0.4	·	-5	1.1	-1	4	6	-5	-13	-3
CCOC(=O)c1ccc(S(=O)(=O)n2c(CN3CCCCC3)nc3ccccc32)cc1	-13	-1.0	0	-16	-1.7	-2	1	-1	-2	-9	-4
CC(=O)N(NC(N)=O)C(C)CC(=O)C1C(C)C=CCC1(C)C (centres undefined)	29	2.2	-2	14	0.8	2	·	13	·	3	0
CC1CC=C2C(C#N)=C(N)C(C#N)(C#N)C(c3cccs3)C2C1 (centres undefined)	-38	30	-1	-7	2.1	9	27	-8	-23	-10	-8
O=C(CN1CCOCC1)Nc1c(C(=O)C2CC2)oc2ccccc12	17	0.9	1	15	0.4	-5	2	·	-13	12	-2
O=C(Nc1ccc([N+](=O)[O-])cc1)c1nc[nH]c1C(=O)NC1CCCCC1	-9	1.0	2	·	-0.4	-2	-4	-13	-7	-1	3
Cc1ccc(S(=O)(=O)N(C)c2ccc(OCC(=O)N3CCCC(C(F)(F)F)C3)cc2)cc1 (centres undefined)	-28	0.7	1	-7	0.8	-3	1	1	-3	-9	-6
CCN(CC)CCOC(=O)c1c(C)n(C)c2ccc(OC)cc12	6	-0.5	-3	-9	0.7	3	3	4	-9	-11	-1
CC(C)CCNCC1OCc2ccccc2CO1	16	0.7	2	-1	0.3	2	1	5	-11	1	5
COc1ccc(C)cc1NS(=O)(=O)c1ccc(NS(=O)(=O)c2ccc(NC(C)=O)cc2)cc1	16	-0.7	-1	18	5.0	11	0	1	-5	5	-9
CCOc1ccccc1-c1cc(C(=O)N2CCOCC2)c2ccccc2n1	16	-0.6	-1	-3	1.7	3	-2	-9	2	-5	-5
COc1cc(NC(=O)c2c(F)cccc2F)c(Cl)cc1Cl	-6	-1.4	·	0	0.1	-7	·	22	·	16	-3
C=C(C)c1cccc(C(C)(C)NC(=O)Nc2ccc(C(N)=O)cc2)c1	1	0.9	·	20	-0.8	-1	-9	·	6	-5	-6
Cc1ccnc2c1NC(=O)c1cccnc1N2C1CC1	13	-2.3	·	131	2.9	-2	6	4&2	-4	10&-5	-3
CCOC(=O)c1ccc(Nc2cc(C)nc(-c3ccccc3)n2)cc1	3	3.9	-7	64	-1.4	1	-7	-10	4	10	-9
CC1CN(S(=O)(=O)c2ccccc2)CN1C(=O)N1CCOCC1 (centres undefined)	-21	-0.5	1	-14	0.1	-2	3	-3	-5	-5	-3
COc1ccccc1CC(=O)N1CCCC(CCC(=O)NCc2ccccc2F)C1 (centres undefined)	11	0.0	-2	59	7.5	-1	5	28	-8	4	-7
COC(C/C=C/[C@H](O)COCc1ccccc1)OC	·	-1.6	·	·	0.0	-4	5	-6	-6	-7	2
Cc1ccccc1NC(=O)Cc1cccs1	1	0.0	0	-6	0.1	-2	-6	4	-4	3	4
Cc1ccccc1Cn1cc(CCC(=O)N2CCOCC2)c2ccccc21	-7	-2.0	1	-6	-0.8	-3	-3	0	5	-1	-1
Cc1ccc(C(=O)Nc2ccncc2)c(C)c1	-6	0.0	1	-4	2.3	-4	-9	5	2	1	-6
COc1ccc(CNC(=O)C2CCCN2C(=O)NC2CCCCC2)cc1 (centres undefined)	·	0.2	-1	1	-4.6	-6	4	-1	4	-8	-7
COc1ccc(/C=N/NC(=O)Nc2cccc3nsnc23)cc1OC	6	2.2	-1	1	-0.9	1	7	5	-32	-14	-3
COC(=O)COc1ccc(S(=O)(=O)NCCC2=CCCCC2)cc1C	-14	0.7	8	16	-1.5	-5	3	7	1	9	0
Cn1c(SCC(=O)NC2CCCCC2)nnc1-c1ccccc1F	8	-0.7	1	-8	1.0	0	-5	-10	-18	-10	-10
CCc1ccc(N(C(=O)c2csnn2)C(C(=O)NC(C)(C)CC)c2ccccn2)cc1 (centres undefined)	18	-1.2	-2	2	-0.4	5	-1	3	-2	-6	-9
Cc1cccc2cc(CN(CC3CCCO3)C(=O)c3ccco3)c(=O)[nH]c12 (centres undefined)	-26	0.4	1	432	0.2	-3	4	-11	-6	-6	-15
COc1ccc(CN(C)C(=O)C2CC(=O)N(c3ccc4c(c3)OCCO4)C2)c(OC)c1 (centres undefined)	3	-0.6	2	-4	1.0	1	-7	12	-6	5	-1
CC(=O)NCCc1nc2ccccc2n1Cc1cc(C)ccc1C	-9	-12	-5	43	-3.3	-2	-4	-5	4	-6	-2
COc1ccccc1C(=O)N/C(=C/c1ccc(Br)cc1)C(=O)NCCO	-2	-1.6	-4	-4	0.0	-6	-3	12	-8	11	-15
CCCn1c(CCc2ccccc2)n[nH]c1=S	20	0.4	2	-6	-0.1	-2	0	-5	-6	2	0
CCc1cc(=O)oc2cc(C)cc(OC(=O)c3ccco3)c12	0	1.1	·	0	2.2	0	-3	-3	9	-6	-7
O=c1[nH]c(-c2ccc(Cl)cc2)cs1	2	-0.3	-8	2	-0.6	2	-1	7	4	3	-3
Cc1ccc(Cl)cc1NC(=O)CC(O)(C(F)(F)F)C(F)(F)F	-5	0.5	-6	-10	-0.7	1	2	0	2	5	-4
CC(=O)c1ccc(N2CCN(C(C)C(=O)Nc3ccc4c(c3)OCCO4)CC2)cc1 (centres undefined)	-13	-0.6	-1	-2	-0.7	0	1	-2	-15	-5	-10
CC(=O)c1cccc(-n2nnnc2SCC(=O)NNC(=O)C2CCCCC2)c1	-11	0.4	-3	140	0.8	-2	-1	-4	12	-1	-2
COc1ccc(C(C)=O)cc1CS(=O)(=O)CC(=O)NCCc1c[nH]c2ccccc12	-29	-0.1	-1	-3	0.3	-3	2	1	-7	-9	-8
C=CCn1c(-c2ccc(OC)cc2)csc1=Nc1c(C)n(C)n(-c2ccccc2)c1=O	-25	-0.5	19	7	-0.8	-3	-5	21	1	-4	-9
COc1ccc(NC(=O)CN(C)C(=O)CCc2nc3cc(S(=O)(=O)N4CCOCC4)ccc3n2C)cc1	·	-2.1	-2	3	0.6	6	3	19	-3	-5	-4
Cn1c(C(=O)O)c(CC(=O)Nc2ccc3c(c2)OCCO3)c2ccccc21	-11	0.3	1	0	1.4	0	2	2	-10	-12	-3
O=C1/C(=C/c2cccc(Cl)c2)CSc2sccc21	-12	·	-1	25	0.2	5	-1	-5	1	10	-5
C#CCOCCOCCOCCNc1nc(N2CCN(C(=O)CCCCCCCCCCNC(=O)[C@@H](CCC(=O)O)n3cc(CCCCCN)nn3)CC2)nc(N2CCN(C(=O)CCCCCCCCCCNC(=O)[C@H](CO)n3cc(CCCCCN)nn3)CC2)n1	5	-3.2	·	-7	0.0	-2	-2	?	-2	-11	-16
CCC1=C(OC(=O)c2ccccc2)C(C)(C)C(c2ccccc2)OC1=O (centres undefined)	·	0.5	-1	22	0.8	-3	3	-3	3	-9	-6
CC1CCN(C2=NC(=O)/C(=C/c3ccc(O)cc3)S2)CC1	5	0.0	3	-27	-0.3	6	-1	-2	-9	-12	-6
Cc1ccc(S(=O)(=O)N2CCC3(CC2)CC(=O)c2ccccc2O3)cc1	-8	-0.8	2	5	-0.4	0	-2	11	8	5	0
CCOC(=O)NC1(NC2CCCCC2)Oc2ccccc2O1	-3	0.5	7	560	-1.5	1	-3	4	-6	-8	3
CN(CCc1ccccc1)C(=O)c1ccc(NC(=O)Cc2cccc(NC(=O)C3CCN(C(=O)C4CCCC4)CC3)c2)cc1	7	-2.8	·	·	-0.6	2	0	4	1	-5	-7
Cc1nc(SCC(=O)c2ccc(Cl)s2)c2oc3ccccc3c2n1	-12	0.6	·	·	1.1	-6	5	-2	-11	-9	-7
COc1ccc(-c2csc(C3=C(O)CN(Cc4ccc(Cl)cc4)C3=N)n2)cc1OC	-18	0.7	-2	-8	-1.8	-4	-1	-18	-3	-7	-1
C=CCN1CN=C(NS(=O)(=O)c2ccc(NC(C)=O)cc2)NC1	11	-1.6	0	4	-0.7	-2	-4	·	4	-15	1
CN1CCN(Cc2cccc3ncccc23)CC1CCO (centres undefined)	-2	4.4	-2	-4	0.1	-1	-2	32	-1	0	1
Cc1nnc(-c2cccc(Br)c2)c2cn(-c3ccccc3)nc12	-43	0.4	-1	-24	0.4	-23	5	1	-7	-8	-29

Results in Rtt109 Vps75 and Cardiac RTF inh, for some of the entries so far:
SMILES | Rtt109 Vps75 | Cardiac RTF inh
Cc1ccnc2c1NC(=O)c1cccnc1N2C1CC1 | 4&2 | -4
CCOC(=O)c1ccc(Nc2cc(C)nc(-c3ccccc3)n2)cc1 | -10 | 4

Continuation.
SMILES	PfHsp90 set2	C-LANA FP	NSD2 inh	SUMO Mot1 rescue	CDK5 p35 inh	Keap1 Nrf2 FP	cardiac RTF act	Rtt109 Vps75	Cardiac RTF inh	PvdQ acylase	dFosB activator
O=C(NCCc1ccccc1)C(NS(=O)(=O)c1cccc2nsnc12)c1ccccc1 (centres undefined)	-9	0.1	0	-5	0.2	-3	-3	7	2	2	-3
CCOC(=O)N1CCN(C(=O)/C(=C/c2ccc(Cl)cc2)NC(=O)c2ccccc2)CC1	·	0.0	-2	-1	0.5	-1	-1	0	1	2	-8
COc1ccc(C2SCCN2C(=S)Nc2cccc(C(F)(F)F)c2)cc1 (centres undefined)	-34	0.8	0	-2	-2.8	-3	2	-1	-17	-11	-7
COC(=O)CCC(=O)Nc1ccc(Cl)c(Cl)c1	8	-0.6	-2	115	-0.9	-1	6	·	-2	7	0
